High-throughput results from PubChem BioAssay.
Mcl1 Bid PPI: Mcl-1/Bid interaction inhibition | TR-FRET Mcl-1/Bid-Dy647 peptide binding, 1536-well | inhibition, % at 21.7 µM | hit rate 0.97% among 220,000 | AID 1021;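 active = compounds that cut the binding signal by more than half at the single screening dose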;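 also: His-tagged Mcl-1 with europium anti-His antibody binding Bid BH3 peptide; 0% = Mcl-1 plus peptide wells and 100% = peptide-only wells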
Target sequence (Q07820 whole entry, looked up): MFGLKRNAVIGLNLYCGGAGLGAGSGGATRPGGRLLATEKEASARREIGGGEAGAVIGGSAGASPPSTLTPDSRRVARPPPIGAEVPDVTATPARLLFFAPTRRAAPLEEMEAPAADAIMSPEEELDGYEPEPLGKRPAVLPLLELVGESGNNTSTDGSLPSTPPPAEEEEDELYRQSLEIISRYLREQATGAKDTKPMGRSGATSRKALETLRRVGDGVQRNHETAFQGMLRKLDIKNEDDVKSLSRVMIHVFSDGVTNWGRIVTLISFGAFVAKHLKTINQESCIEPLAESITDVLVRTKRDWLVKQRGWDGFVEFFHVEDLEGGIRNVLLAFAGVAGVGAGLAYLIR
HRas wt GTP bind: modulators of GTP binding to human HRas wildtype; GTP binding activity, % at 10 µM; hit rate 0.14% among 190,000; AID 759; GST-Ras wt beads, Bodipy-FL-GTP binding, flow cytometry; actives lie on both sides;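 active = GTP binding activity at least 20% away from the 100% baseline, either lowered as inhibitor or raised as activator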;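 also: 0% = unlabeled GTP competition control and 100% = no-compound control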
Target sequence (P01112 whole entry, looked up): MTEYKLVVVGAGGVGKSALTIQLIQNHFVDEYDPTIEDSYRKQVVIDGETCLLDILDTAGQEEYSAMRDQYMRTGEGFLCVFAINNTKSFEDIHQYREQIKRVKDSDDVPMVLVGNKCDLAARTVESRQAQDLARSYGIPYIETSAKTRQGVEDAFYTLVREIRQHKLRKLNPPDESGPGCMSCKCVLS
Rac1 mut GTP: human Rac1 activated mutant GTP binding change; P63000; hit rate 0.11% among 190,000; percent activity (GTP binding), % at 10 µM; GST-Rac1 activated beads, fluorescent GTP binding, flow cytometry; actives lie on both sides; 100% means binding = to untreated wells;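 active = GTP binding at least 20 percentage points away from the 100% baseline, in either direction, so actives lie on both sides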
RGS8-Gao: regulators of human RGS8-Galphao interaction | P09471 | multiplexed bead flow cytometry, RGS8-Galphao binding; actives lie on both sides | response (percent of control binding), % at 10 µM | hit rate 0.34% among 220,000; in the data active = response below about 60% or above about 140%; inactive = in between;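 also: Galphao activated as the GDP aluminium fluoride complex binding bead-coupled RGS8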
Target sequence (P09471 whole entry, looked up): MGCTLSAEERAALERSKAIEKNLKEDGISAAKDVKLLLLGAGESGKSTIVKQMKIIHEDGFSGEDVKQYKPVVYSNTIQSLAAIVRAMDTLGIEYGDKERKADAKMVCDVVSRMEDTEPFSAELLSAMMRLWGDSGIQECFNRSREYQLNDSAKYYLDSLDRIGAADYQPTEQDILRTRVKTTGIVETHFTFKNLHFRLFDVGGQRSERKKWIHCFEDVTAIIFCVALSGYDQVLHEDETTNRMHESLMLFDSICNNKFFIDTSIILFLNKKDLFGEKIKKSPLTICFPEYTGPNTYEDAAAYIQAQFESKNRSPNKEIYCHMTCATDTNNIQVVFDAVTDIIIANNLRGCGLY
Cdc42 wt GTP: modulators (inhibitors or activators) of GTP binding to human Cdc42 wildtype | percent activity (GTP binding), % at 10 µM | hit rate 0.2% among 190,000 | P60953 | AID 761 | GST-Cdc42 beads, Bodipy-GTP binding, flow cytometry; actives lie on both sides;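 active = percent activity GTP binding at least 20 points away from the 100% baseline, either down as inhibitor or up as activator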;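 also: median bead fluorescence of bound Bodipy-FL-GTP at 100 nM; 0% = excess unlabeled GTP control and 100% = no compound control; below 100% means less GTP binding so inhibitor and above means activator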
Target sequence (P60953 whole entry, looked up): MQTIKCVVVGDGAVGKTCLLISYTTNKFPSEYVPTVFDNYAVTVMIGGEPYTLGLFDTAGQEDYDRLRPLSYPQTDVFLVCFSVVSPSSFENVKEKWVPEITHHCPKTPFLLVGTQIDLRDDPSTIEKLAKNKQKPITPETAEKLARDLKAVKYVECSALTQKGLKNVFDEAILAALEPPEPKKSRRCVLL
Rac1 wt modul: human Rac1 wildtype GTP binding, inhibitors and activators; P63000; GST-Rac1 beads, fluorescent GTP binding, flow cytometry; actives lie on both sides; 0 = cold GTP competed, 100 = untreated; GTP binding activity (% of control), % at 10 µM; hit rate 0.27% among 190,000; AID 757;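 active = GTP binding activity at least 20 points away from the 100% control level, either lower or higher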
Mcl-1 Bim block: human Bim-Mcl-1 interaction inhibition; hit rate 0.1% among 190,000; inhibition, % at 10 µM; Q07820; AID 1009; Bead-based flow cytometry, Bim peptide-Mcl-1 binding; in the data active = inhibition above about 40%;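 also: 0% = no compound tracer wells and 100% = peptide blocker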
Rab7 wt GTP bind: modulators of GTP binding to dog Rab7 wildtype GTPase; AID 758; hit rate 0.055% among 190,000; GTP binding activity (percent of control), % at 10 µM; GST-Rab7 beads, fluorescent GTP binding, flow cytometry; actives lie on both sides; untreated = 100%, excess cold GTP = 0%;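 active = fluorescent GTP binding to Rab7 beads changed by at least 20 points from the 100% baseline, either direction, mostly lower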;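 also: median green fluorescence of bound Bodipy-FL-GTP per Rab7 bead population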
Rab2A wt mod: changes GTP binding to wildtype dog Rab2A, up or down; GTP binding activity, % at 10 µM; hit rate 0.19% among 190,000; AID 760; GST-Rab2 wt beads, Bodipy-GTP binding, flow cytometry;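 active = GTP binding activity at least 20 points away from 100%, either lowered or raised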;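 also: 0% = beads with excess unlabeled GTP and 100% = no-compound control corrected for plate trend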
Pf gametocyte: P. falciparum stage V gametocyte viability inhibition; inhibition, % at 10.9 µM; P. falciparum stage V gametocytes, ATP luminescence, 24 h; hit rate 0.065% among 150,000;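 active = inhibition above the mean plus 3 SD of compounds within the control limits, set per campaign, cut at about 38% in these data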;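 also: 0% = DMSO wells and 100% = medium only without gametocytes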
Mcl1-Noxa inh: disrupts binding of human Mcl-1 to Noxa peptide | inhibition, % at 21.7 µM | Q07820 | TR-FRET Mcl-1/Noxa peptide binding, 2 h | hit rate 1.5% among 220,000;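 active = compounds that cut the protein-peptide binding signal by more than 50% relative to plate controls in a single-dose test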;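 also: His-tagged Mcl-1 with rhodamine Noxa BH3 peptide and terbium anti-His antibody; 0% = Mcl-1 plus Noxa peptide wells and 100% = peptide-only wells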
Active calls of the source: *; . = no result given.

SMILES	Mcl1 Bid PPI	HRas wt GTP bind	Rac1 mut GTP	RGS8-Gao	Cdc42 wt GTP	Rac1 wt modul	Mcl-1 Bim block	Rab7 wt GTP bind	Rab2A wt mod	Pf gametocyte	Mcl1-Noxa inh
CCCOC(=O)c1cc2ccccc2oc1=O	15	97	95	95	98	98	0	96	96	.	0
Cc1ccc(S(=O)(=O)N(CC(=O)NCc2ccco2)Cc2ccc(F)cc2)cc1	-6	96	98	102	95	99	1	95	94	.	22
CC(C)CC(=O)N/C(N)=N/c1nc2ccccc2s1	-13	101	99	99	99	113	2	99	99	.	-3
CCN(Cc1nc2ccccc2c(=O)[nH]1)Cc1nc2ccsc2c(=O)[nH]1	-75	94	94	101	93	93	0	97	94	-4	-66
CCCNC(=O)/C=C/c1ccc(C(C)C)cc1	-23	99	99	96	99	104	-5	100	97	-17	8
CCn1cc(C(=O)O)c(=O)c2cc3c(cc21)OCO3	10	99	97	119	99	98	0	101	99	.	0
CC(=O)c1cccc(NC(=O)CN2C(=S)NC(C)(C)CC2C)c1 (stereo not given)	-22	95	94	99	95	98	1	95	95	-11	20
O=C(NCc1ccco1)C1CCCN1C(=O)NCc1ccccc1 (stereo not given)	-10	98	97	99	101	98	-7	96	99	.	-2
COc1ccc(C(C)=O)cc1CSc1nnc(-c2ccccc2O)n1-c1ccccc1	-6	99	101	103	102	100	0	98	100	.	6
Cc1cc2c(C)nc3ccccc3c2o1	-1	100	98	100	99	101	-1	105	97	-2	7

In the list so far, these have a furan ring, fused or not:
SMILES	Mcl1 Bid PPI	HRas wt GTP bind	Rac1 mut GTP	RGS8-Gao	Cdc42 wt GTP	Rac1 wt modul	Mcl-1 Bim block	Rab7 wt GTP bind	Rab2A wt mod	Pf gametocyte	Mcl1-Noxa inh
Cc1ccc(S(=O)(=O)N(CC(=O)NCc2ccco2)Cc2ccc(F)cc2)cc1	-6	96	98	102	95	99	1	95	94	.	22
O=C(NCc1ccco1)C1CCCN1C(=O)NCc1ccccc1 (stereo not given)	-10	98	97	99	101	98	-7	96	99	.	-2
Cc1cc2c(C)nc3ccccc3c2o1	-1	100	98	100	99	101	-1	105	97	-2	7

Continued.
SMILES	Mcl1 Bid PPI	HRas wt GTP bind	Rac1 mut GTP	RGS8-Gao	Cdc42 wt GTP	Rac1 wt modul	Mcl-1 Bim block	Rab7 wt GTP bind	Rab2A wt mod	Pf gametocyte	Mcl1-Noxa inh
COc1ccccc1C1CC(c2ccccc2)Nc2ncnn21 (stereo not given)	97*	104	98	103	107	101	-4	98	104	.	14
CCn1c(SCC(=O)c2ccccc2)nc2ccccc2c1=O	-27	95	94	103	95	96	0	95	93	-54	17
Cc1cc(C)c(NC(=S)N2CCCC2C(=O)O)c(C)c1 (stereo not given)	15	96	95	96	98	97	-16	98	96	11	3
CNC(=S)NNC(=O)c1sccc1OCc1cccc(C(F)(F)F)c1	-45	103	98	96	103	102	-1	101	101	-6	10
Cc1cccc(C)c1OCc1nnc(SCC(=O)Nc2nccs2)o1	-8	100	98	98	100	106	1	102	98	.	24
CCCC(c1nnnn1Cc1cccs1)N1CCN(C)CC1 (stereo not given)	7	97	96	102	95	100	1	96	93	-3	13
CCn1c(SCC(=O)Nc2ccc(N(C)C)cc2)nnc1-c1cccc(C)c1	-41	105	100	100	104	103	-1	95	103	-26	22
C=CCOc1cccc(C2C(C(=O)c3ccc(C)o3)=C(O)C(=O)N2Cc2ccncc2)c1 (stereo not given)	3	100	97	120	100	105	-6	100	99	.	17
COc1ccc(C(=O)COC(=O)CCC(=O)c2cccs2)cc1	-7	90	93	130	91	96	-1	91	91	5	-7
COc1cc(/C=N/n2c(C)n[nH]c2=S)ccc1OCc1ccc(F)cc1	-29	100	96	101	101	102	-3	100	98	.	39
Cc1ccc(NC(=O)CN2C(=O)S/C(=C\c3ccccn3)C2=O)cc1	-17	98	100	98	100	97	0	96	100	8	12
CC1(O)c2ccccc2C(=O)N1CCc1ccccc1F (stereo not given)	-18	94	96	100	99	95	-1	91	95	.	.
CC(C)(C)OC(=O)NCCc1nnc(SCC(=O)Nc2cccc(Cl)c2)o1	-5	102	99	100	101	101	3	101	102	12	19
CCOC(=O)/C(=C/Nc1ccccc1)[N+](=O)[O-]	-5	102	99	110	104	104	-1	99	101	.	-3
COc1ccccc1OCC(=O)Nc1ccc(N2CCCCC2)cc1	-27	95	94	105	95	98	-3	93	94	-25	36
Cn1c(C(=O)N2CCCC(C(=O)NCc3cccs3)C2)cc2sccc21 (stereo not given)	-19	98	95	98	94	99	-6	96	97	10	4
S=c1nc(-c2csc3c2CCCC3)[nH][nH]1	1	96	93	91	97	102	-2	99	98	-4	-22
O=S(=O)(Cc1ccccc1)Nc1ccc(Br)cn1	-20	97	92	99	96	98	0	96	96	-2	17
CCN(CCCNC(=O)CCCN1C(=O)COc2ccc(C)cc21)c1cccc(C)c1	-77	106	98	98	107	106	-1	105	106	10	36
OCCN(CCO)c1nc(-c2ccccc2)nc2c1oc1ccccc12	-1	89	90	104	88	80	5	96	91	-12	7
CN(C)CC(=O)Nc1nc(-c2ccccc2)cs1	-35	99	97	113	99	97	-5	99	100	1	-7
O=C(NCc1ccc(Cl)cc1Cl)c1ccc2nc[nH]c2c1	-25	102	102	99	102	107	-1	99	100	.	12
COc1ccccc1NC(=O)COc1ccc(C(=O)NC2CCCc3ccccc32)cc1OC (stereo not given)	-2	99	99	104	97	97	0	102	98	5	-3
CN(C)CCCOc1ccc2c(c1)Sc1ccccc1CC2=O	-34	95	99	96	98	103	-1	93	94	-21	-1
CCOC(=O)C1CCc2sc(N)c(C#N)c21 (stereo not given)	-46	96	98	96	99	98	-4	100	98	-3	26
CCOc1cc(/C=C/c2ccc3cccc([N+](=O)[O-])c3n2)ccc1OCC(=O)N(C)C	17	88	91	105	87	81	5	90	83	8	35
CCOc1ccc(-n2c(N)c(C(=O)NCc3ccco3)c3nc4ccccc4nc32)cc1	-3	91	89	100	91	85	2	93	91	.	.
Cc1nn(Cc2ccccc2Cl)c2sc(C(=O)OC3CCCC3=O)cc12 (stereo not given)	-2	97	96	98	96	96	2	95	96	16	6
CC1(C)CC(=NOC(=O)c2ccccc2)CC(C)(C)N1	-11	99	97	103	100	99	-3	98	99	.	14
CN1C(C(=O)c2ccccc2)=C(N)c2ccccc2S1(=O)=O	-7	99	96	100	98	99	0	99	96	.	-7
COC(=O)CN1C(=O)C(O)(CC(=O)c2ccc(C)cc2)c2ccccc21 (stereo not given)	-8	102	101	103	104	103	0	102	102	8	6
OCC1(CCc2ccccc2)CCN(Cc2cc(F)ccc2-n2cccn2)CC1	-3	98	96	101	98	98	0	97	97	-1	15
CC(C)(C)Cc1nnc(NC(=O)c2ccc([N+](=O)[O-])cc2)s1	3	99	100	90	101	104	-1	101	97	-5	-2
COc1ccccc1N1CCN(C(CNS(=O)(=O)c2ccccc2)c2cccnc2)CC1 (stereo not given)	-11	98	98	103	102	101	2	94	97	.	16
CC(=O)Nc1ccc(S(=O)(=O)Oc2cccc(/C=C3\SC(N)=NC3=O)c2)cc1	-3	91	94	102	92	92	-5	96	95	.	19
O=C(CCCCCN1C(=O)c2ccccc2C1=O)Nc1nccs1	-10	102	98	101	101	102	-1	103	102	-21	6
O=C(Cn1nc(Cc2cccnc2)c2ccccc2c1=O)NCC1COc2ccccc2O1 (stereo not given)	-24	97	100	98	100	99	3	95	100	.	14
Cc1ccc(C(C(=O)NC2CCCCC2)N(Cc2ccco2)C(=O)C2COc3ccccc3O2)o1 (stereo not given)	-26	96	94	101	96	96	1	93	93	.	-7
Fc1ccc(COc2ccc(Cl)cc2/C=N/Nc2nc(N3CCCC3)nc(N3CCCC3)n2)cc1	3	99	96	101	99	99	-1	99	97	4	6
COC(=O)[C@H](Cc1ccccc1)NC(=O)NCc1ccccc1OC	5	104	102	100	107	106	-3	103	103	.	5
CCNc1ccc(C(=O)OCC(=O)c2cc(C)n(Cc3ccc4c(c3)OCO4)c2C)cc1[N+](=O)[O-]	-28	99	96	100	99	100	1	96	96	8	1
Cc1c(C(=O)NC2CCCc3ccccc32)oc2ccc(S(=O)(=O)N3CCOCC3)cc12 (stereo not given)	-10	97	94	90	97	98	-2	96	95	-5	21
CCSc1nnc(NC(=O)c2cc3c(s2)CCCC3)s1	-11	95	94	92	98	95	-4	93	96	-6	0
O=C(Nc1cc(Oc2ccccc2)cc([N+](=O)[O-])c1)C12CC3CC(C1)CC(n1cnc(Cl)n1)(C3)C2	-13	100	98	100	100	98	0	98	98	20	4
c1ccc2c(c1)OC(CCCN1CCCCC1)c1ccccc1S2 (stereo not given)	20	97	95	91	94	100	-3	91	96	.	17
CCCC(CCC)C(=O)NC1CCN(Cc2ccccc2)CC1	-11	94	96	102	95	97	2	97	98	17	-1
CCN1CC(C)C(O)(c2ccccc2)CC1C (stereo not given)	-33	98	97	106	98	99	0	97	97	.	-12
Cc1ccc(-n2c(-c3ccco3)nc3nc4ccccc4nc32)cc1	-5	98	97	106	101	103	0	95	98	2	0
O=S(=O)(c1cnc(Cl)c(Br)c1)N1CCCCCC1	-6	98	99	104	100	102	0	99	96	.	-3
Cc1cc(C)nc(-n2cc(C(=O)c3cc(F)ccc3O)cn2)n1	42	99	99	98	104	110	-2	96	98	2	11

Continued:
SMILES	Mcl1 Bid PPI	HRas wt GTP bind	Rac1 mut GTP	RGS8-Gao	Cdc42 wt GTP	Rac1 wt modul	Mcl-1 Bim block	Rab7 wt GTP bind	Rab2A wt mod	Pf gametocyte	Mcl1-Noxa inh
COC(=O)CSc1nnc(-c2cccc(NC(=O)c3ccc(C)cc3)c2)n1C	3	100	100	102	101	101	-2	99	98	-13	-4
CC(=O)CC1(C)OC(N)=C(C#N)C1(C#N)C#N (stereo not given)	.	99	96	100	100	101	0	97	98	2	.
CSCCC(NC(=O)C1CC1)c1nc2ccccc2[nH]1 (stereo not given)	-75	100	98	98	100	96	1	98	99	17	7
CCNC(=O)c1ccc2c(c1)C1C3CCC(C3)C1C(c1ccccc1)N2 (stereo not given)	-43	97	95	99	95	101	-4	100	96	0	16
Cc1ccc(C)c(SCC(=O)Nc2cccnc2Cl)c1	14	93	94	109	97	96	-1	95	93	-4	37
CCc1ccc(C(C)NC(=O)/C(C#N)=C\c2cn[nH]c2-c2ccccc2)cc1 (stereo not given)	13	102	98	91	98	101	0	99	101	-12	1
O=C(Cn1cnc2ccccc2c1=O)Nc1nc2ccccc2s1	-11	99	95	103	95	99	-1	106	97	-9	7
COC(=O)CC1Oc2ccccc2N(Cc2ccc(C)cc2)C1=O (stereo not given)	8	96	92	100	96	97	-2	94	94	-7	3
Cc1ccc(S(=O)(=O)N(c2cccc(C(F)(F)F)c2)C2C=CS(=O)(=O)C2)cc1 (stereo not given)	2	99	98	80	100	100	-2	98	100	-14	-5
CC1CCCN(c2nc3nonc3nc2N2CCCC(C)C2)C1 (stereo not given)	1	101	99	100	101	107	1	99	98	.	-7
O=c1[nH]c(=O)n(C(c2ccccc2)c2ccccc2)cc1Br	-4	102	95	100	100	101	-1	103	100	.	-18
